Screening data as filed in PubChem BioAssay.
PTAP TSG101 blk: blocks PTAP/TSG101 interaction to inhibit HIV-1 budding; Q99816; Fluorescence polarization, FITC-PTAP peptide / Tsg101 binding; Potency, µM (series often up to 115 µM), for inactives: at the highest dose activity change, negative = inhibition, actives largely listed as inhibitors; 340,000 tested, under 10 active; AID 493005; active = well fitted inhibition curve with a large enough effect in the main read-out, with a control signal flat, not every such curve was filed as active; inconclusive = small, poorly fitted or top-dose-only effect, or effect the other way, or a change in a side signal; inactive = no such curve, though single readings can be large or run the other way; note: potency is the fitted concentration of half-maximal effect; % of control where 0% means no effect
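Fluorescence polarization binding of Tsg101 binding domain (10 uM final) to FITC-labeled PTAP peptide (50 nM final) in HEPES pH 7.5 buffer with NaCl, Tween 20, EDTA, TCEP. Compounds added before peptide; binding 20 min at RT.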
MBNL1 CUG block: MBNL1-poly(CUG) RNA binding inhibition | Potency, µM (titrated, usually from 57.5 µM), for inactives: at the top dose activity change, negative = inhibition, actives largely listed as inhibitors | hit rate 0.036% among 280,000 | Q9NR56 | TR-FRET MBNL1-His/biotin-(CUG)12 binding, 665/545 ratio; active = well fitted inhibition curve with a large enough effect in the signal ratio, with a control signal flat, not every such curve was filed as active; inconclusive = small, poorly fitted or top-dose-only effect, or effect the other way, or a change in a side signal; inactive = no such curve, though single readings can be large or run the other way; the % refers to the signal ratio; note: potency is the fitted concentration of half-maximal effect; % is set by controls: 0 for no effect and ±100 for the full control effect
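TR-FRET readout: Ex 340 nm, 665/545 nm emission ratio, normalized to buffer-only (basal) and MBNL1-(CUG)12 controls. Complex of MBNL1-His with Biotin-(CUG)12, compounds 92 nM–58 uM, incubated 60 min at room temperature.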
S-ASM inh: inhibitors of human secretory acid sphingomyelinase. hit rate 0.006% among 340,000. AID 504937. placental ASM, HMU-PC fluorogenic substrate, 60 min. P17405. Potency, µM (titrated, usually from 57.5 µM), inactives show at the top dose activity change, negative = inhibition, most hits filed as inhibitors; note: potency is the fitted concentration of half-maximal effect
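Steps: dispense placental human ASM, pin compound, wait 10 min at room temperature, add HMU-PC0 substrate at 9 uM final, incubate 60 min at 37 °C, add stop solution raising pH to 10, read fluorescence.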
A-T KAP1 phos: potential ataxia-telangiectasia treatment | hit rate 0.19% among 320,000 | […] A-T fibroblasts, KAP-1 phosphorylation AlphaLISA; neocarzinostatin DNA damage 30 min before lysis | Potency, µM (series often up to 57.5 µM), for the others: top-dose activation, usual class: activators; note: potency is the fitted concentration of half-maximal effect; % of control where 0% means no effect; nearly all actives have a fitted effect of over 45% in size
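ATM-like activity read as KAP-1 phosphorylation via AlphaLISA donor/acceptor antibody pairs after lysis and 6 hr at 25C. Cells were ATM-null patient fibroblasts ([…], hTERT), dosed 60 min, then exposed to the DSB inducer NCS for 30 min.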
a7 integrin act: integrin-mediated muscular dystrophy alleviation activation; alpha7betagal myoblasts, beta-gal FDG fluorescence, 48 h; Potency, µM (series often up to 38.3 µM), for inactives: at the top dose activation, usual class: activators; hit rate 0.064% among 350,000; AID 624291;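 note: potency is the fitted concentration of half-maximal effect; 100% = response of the positive control SU9516; nearly all actives have a fitted effect of over 60% in size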
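alpha7betagal+/- myoblasts (passage 13, 250/well) treated 48 h at 37C with compounds at 1:260 dilution of DMSO stock. Lysed, then beta-galactosidase activity read as FDG fluorescence (ex 480/em 540) after 30 min, with pre-read for autofluorescence.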
CXXC DNA block: blocks binding of human MLL CXXC domain to DNA | MLL-CXXC / FITC-HOXA9 DNA fluorescence polarization | AID 2662 | Potency, µM (highest dose often 115 µM), for inactives: at the highest dose activity change, negative = inhibition, usual class: inhibitors | hit rate 0.037% among 290,000 | Q03164; active = well fitted inhibition curve with a large enough effect in the polarisation, with a control signal flat, not every such curve was filed as active; inconclusive = small, poorly fitted or top-dose-only effect, or effect the other way, or a change in a side signal; inactive = no such curve, though single readings can be large or run the other way; the % refers to the polarisation; note: potency is the fitted concentration of half-maximal effect
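Steps: dispense CXXC domain solution (7 uM) → pin compounds or unlabeled HOX-A9 DNA control → 5 min ambient → add FLSN-HOX-A9 solution (50 nM) → spin → 30 min ambient → fluorescence polarization. Tris pH 7.5/NaCl/DTT/BSA buffer.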
TSHR antag: antagonists of human thyroid stimulating hormone receptor. P16473. TSHR-expressing cells, TSH-stimulated cAMP HTRF, 2 h; active compounds read low. activity change, negative = inhibition, % at 11.5 µM. hit rate 0.2% among 330,000. AID 504810;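 active = activity change below a set negative limit, meaning inhibition stronger than a set level, cut at about -70% in these data; inconclusive = activity change between two set negative limits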; note: % is set by controls: 0 for no effect and ±100 for the full control effect
Target sequence (P16473 whole entry, looked up): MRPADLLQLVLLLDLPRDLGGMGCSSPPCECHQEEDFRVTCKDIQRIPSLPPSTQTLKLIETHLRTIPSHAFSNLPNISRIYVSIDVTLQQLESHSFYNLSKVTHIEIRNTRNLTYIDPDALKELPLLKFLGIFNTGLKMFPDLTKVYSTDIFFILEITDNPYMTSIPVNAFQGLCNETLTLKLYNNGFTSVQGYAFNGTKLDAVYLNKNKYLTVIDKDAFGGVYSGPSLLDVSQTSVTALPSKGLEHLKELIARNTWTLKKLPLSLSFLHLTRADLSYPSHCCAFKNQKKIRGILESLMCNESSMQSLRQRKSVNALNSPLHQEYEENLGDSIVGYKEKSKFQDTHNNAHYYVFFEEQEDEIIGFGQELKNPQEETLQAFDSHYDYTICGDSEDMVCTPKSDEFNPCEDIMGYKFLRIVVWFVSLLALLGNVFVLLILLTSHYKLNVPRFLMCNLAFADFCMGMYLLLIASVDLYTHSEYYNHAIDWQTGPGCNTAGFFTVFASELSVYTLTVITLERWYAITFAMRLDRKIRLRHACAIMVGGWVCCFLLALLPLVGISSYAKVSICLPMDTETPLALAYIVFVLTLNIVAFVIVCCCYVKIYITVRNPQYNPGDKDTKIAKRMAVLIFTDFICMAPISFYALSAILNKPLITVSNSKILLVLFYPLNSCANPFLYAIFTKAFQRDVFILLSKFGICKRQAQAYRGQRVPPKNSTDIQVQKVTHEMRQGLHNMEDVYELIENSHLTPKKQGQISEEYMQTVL
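Freshly harvested TSHR cells receive pin-tooled compound, then EC80 TSH at 4nM final. After 2 hours at 37 deg C, antibody in lysis buffer and cAMP-d2 are added; 30 minutes at ambient temperature precede the HTRF read.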
TCR activator: activates T cell receptor signaling | primary human leukocytes, anti-CD3, IL-2 HTRF, 48 h | Potency, µM (series often up to 9.22 µM), for the others: top-dose activation of IL-2 secretion, usual class: activators | 330,000 tested, under 10 active | AID 504894; note: % of control where 0% means no effect
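48 hr co-incubation of compounds, a-CD3 beads and primary human leukocytes; IL-2 quantified homogeneously by HTRF with anti-IL-2 K and d2 conjugates.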
Menin-MLL TR inh: menin-MLL binding inhibition, Texas Red mutant peptide. Potency, µM (top dose mostly 61.6 µM), for the others: at the top dose FP activity change, negative = inhibition, hits mostly inhibitors. O00255. Menin + Texas Red MLL mutant peptide, fluorescence polarization. hit rate 0.23% among 270,000; active = well fitted inhibition curve with a large enough effect in the polarisation, with a control signal flat, not every such curve was filed as active; inconclusive = small, poorly fitted or top-dose-only effect, or effect the other way, or a change in a side signal; inactive = no such curve, though single readings can be large or run the other way; the % refers to the polarisation; note: potency is the fitted concentration of half-maximal effect; % of control where 0% means no effect; many of its hits are not listed in these tables
Mito fusion yeast: inhibitors of mitochondrial division or activators of mitochondrial fusion. hit rate 0.23% among 320,000. AID 485298. S. cerevisiae fusion-defective mutant growth rescue, CellTiterGlo 48 h. Potency, µM (doses to about 46.1 µM), inactives show top-dose growth rescue (activation), most hits filed as activators;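 note: potency is the fitted concentration of half-maximal effect; % of control where 0% means no effect; nearly all actives have a fitted effect of over 45% in size; temperature-sensitive fusion mutants such as fzo1-1 at 37 °C on non-fermentable ethanol glycerol medium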
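S. cerevisiae fusion-defective temperature-sensitive mutants (e.g. fzo1-1, mgm1-5) grown 48 h at 37C in YPEG (ethanol/glycerol non-fermentable) medium with 23 nl compound per well; growth rescue read as CellTiterGlo luminescence.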
* marks the source's active call; other numbers are inactive results; i = inactive; ? = inconclusive; . = no result given; [ ] = remark or other dose. Unless noted, calls come from the whole dose curve; as a rule, active = well fitted curve in the direction sought with a large enough effect; inconclusive = small, poorly fitted or top-dose-only effect, or another doubt; inactive = no such curve, though single readings can be large; an effect the other way counts as inactive or inconclusive. An excerpt, so the mix of outcomes need not match the whole.

SMILES	PTAP TSG101 blk	MBNL1 CUG block	S-ASM inh	A-T KAP1 phos	a7 integrin act	CXXC DNA block	TSHR antag	TCR activator	Menin-MLL TR inh	Mito fusion yeast
O=C(NC1CCCCC1)c1ccc2[nH]c(=O)c(=O)[nH]c2c1	-2.0%	7.0%	3.1%	5.0%	13.3%	6.4%	12.1	-1.3%	1.5%	4.6%
S=C(Nc1ccccc1)N1CCC(Cc2ccccc2)CC1	-6.9%	2.8%	-1.0%	1.2%	-20.8%	30.6%[activator]	-17.4	-1.5%	15.8%	-3.0%
Cc1cnc(C(=O)OCC(=O)Nc2cccc3ccccc23)cn1	0.7%	.	-1.4%	10.0%	12.5%	.	.	.	.	.
CCC1CCCCN1CC(O)COCc1cccc(OC)c1 (stereo not drawn)	-10.2%	-4.1%	4.5%	1.9%	-10.2%	-1.1%	4.9	-4.9%	-4.5%	11.9%
COc1ccc(-c2cc(=O)n(-c3ccc([N+](=O)[O-])cc3)[nH]2)cc1	-4.5%	.	-4.0%	-7.6%	-29.5%	0.0%	-7.2	4.7%[46.1 µM]	?	0.5%
Cc1cccc(C(=O)NC(=S)NNC(=O)COc2c(C)cccc2C)c1	-8.1%	-12.3%	0.1%	5.2%	15.9%	3.0%	-1.8	-3.8%[46.1 µM]	4.9%	-0.4%
COc1ccc(Br)c(C(=O)OCC(=O)NC(=O)NC2CCCC2)c1	-3.3%	.	-2.9%	-0.8%	2.3%	.	.	-1.9%	.	.
COc1ccc(NC(C)=O)cc1NC(=O)CSc1nnc(-c2ccncc2)n1C	-9.5%	-16.7%	-1.5%	0.3%	3.4%	-0.3%	24.2	6.5%	-0.4%	-0.2%
c1ccc(CN2CCN(CCOCCOc3ccc4c(c3)CCC4)CC2)cc1	0.0%	-10.7%	1.1%	3.2%	-57.4%[inhibitor]	-3.9%	-3.6	.	-17.6%	0.6%
CNC(=O)c1[nH]cnc1C(=O)Nc1ccccc1OC	-7.4%	10.2%	1.9%	0.5%	20.8%	13.8%	8.1	6.3%[46.1 µM]	13.0%	-6.7%
CN(C)/C=C/C(=C\C(=O)C(F)(F)F)Nc1ccc(C(F)(F)F)cc1	-4.2%	10.7%	-0.8%	-2.9%	29.1%	16.2%	-0.2	0.4%	0.6%	6.5%
Cc1ccc(C(c2nnnn2CS(=O)(=O)c2ccc(C)cc2)N2CCN(c3ncccn3)CC2)cc1 (stereo not drawn)	1.2%	?	-3.4%	3.0%	6.1%	-3.7%	15.6	2.3%[46.1 µM]	-2.1%	14.1%
CC(=O)N1CCN(S(=O)(=O)c2cccc(C(=O)OCC(=O)N(CCC#N)c3ccc(F)cc3)c2)CC1	-0.7%	.	11.7%	0.1%	13.6%	.	4.8	0.7%	.	-3.3%
Cc1c(NC(=O)c2cc3c(s2)-c2ccccc2OC3)cccc1[N+](=O)[O-]	0.5%	52.0%[activator]	32.4%	-15.1%	-8.8%	11.0%	-20.9	-4.5%[46.1 µM]	-25.0%	30.0%
COC(=O)c1sc(NC(=S)NC(=O)c2ccc(F)cc2)nc1C	.	6.8%	.	0.8%	.	14.9%	13.3	.	8.6%	-17.3%
CCN(CC)S(=O)(=O)c1ccc(Cl)c(NC(=O)c2cc(Cl)ccc2Cl)c1	1.7%	11.0%	0.9%	4.0%	5.2%	-0.4%	7.3	-0.3%[46.1 µM]	13.4%	-3.8%
c1ccc(CC2CCN(C(c3cccs3)c3nnnn3C3CCCC3)CC2)cc1 (stereo not drawn)	-1.0%	3.7%	-3.3%	-4.6%	-46.8%[inhibitor]	6.1%	-32.7	3.1%	19.3%	-5.4%
COc1cc(NC(=O)COC(=O)c2cnc(C)cn2)c(C)cc1[N+](=O)[O-]	-1.8%	.	3.2%	-1.3%	8.0%	1.9%	-1.8	-1.4%	-7.4%	1.9%
COc1ccc(C(=O)N2CCN(c3ccc(C)cc3C)CC2)cc1OC	-0.6%	2.9%	7.6%	10.8%	0.0%	7.3%	3.7	-2.4%[46.1 µM]	-17.4%	-6.2%
C=CCNC(=S)N1CCC(C(=O)c2ccc(Cl)cc2)CC1	-3.4%	-5.6%	5.2%	-14.4%	20.0%	-4.2%	-3.4	10.7%	4.5%	-4.4%
CN(C)C(CNC(=O)c1ccc2nc[nH]c2c1)c1ccccc1 (stereo not drawn)	0.8%	-2.8%	6.5%	16.6%	?	5.5%	-6.8	-1.9%	-7.7%	5.5%
Cc1ccc(S(=O)(=O)N(C)Cc2ccc(C(=O)N/N=C3\CC(=O)CC(C)(C)C3)cc2)cc1	-1.7%	-4.6%	.	3.0%	-19.2%	6.1%	5.6	2.1%[46.1 µM]	2.1%	-1.3%
O=C(/C=C/c1cccs1)Nc1nccs1	-0.3%	5.2%	17.0%	3.0%	-0.3%	9.8%	8.4	4.9%	-10.4%	-0.7%
COc1cc(C(=O)NCCNc2nc3ccc(C)cc3cc2C#N)cc(OC)c1OC	-9.1%	7.4%	i	4.2%	41.6%	4.7%	-5.4	0.9%	-8.5%	8.0%
N/C(CSc1ccccn1)=N\OCc1c(Cl)cccc1Cl	2.2%	12.1%	3.7%	3.6%	7.9%	-3.8%	-8.5	-3.2%	.	4.2%
CCOC(=O)C(=O)Nc1ccc(Oc2ccccc2)cc1	2.3%	-1.5%	5.7%	-2.5%	24.7%	7.4%	-28.3	2.4%	-21.2%	28.2%
COC(=O)c1sc2ccccc2c1-n1cccc1C(=O)C(=O)Nc1ccc(Cl)cc1	0.6%	-7.5%	-4.4%	-3.6%	8.4%	16.6%	-13.8	1.2%	?	-0.3%
COc1ccc2[nH]c(C(=O)N(Cc3ccccn3)Cc3ccccn3)cc2c1	-1.4%	4.4%	-1.4%	-1.5%	10.9%	2.5%	-2.6	7.5%	.	4.0%
COc1cccc(/C=C/C(=O)Nc2ccccc2N2CCOCC2)c1	-0.9%	0.5%	-5.1%	1.5%	9.7%	3.6%	-7.6	4.5%	7.7%	12.1%
CN(C)c1ccc(/C=N/NC(=O)CN(c2ccccc2Cl)S(C)(=O)=O)cc1Br	-1.6%	?	-2.1%	-0.5%	9.2%	1.7%	34.5	3.5%	7.1%	22.9%
CCOC(=O)C1CCN(C(=O)Cc2c(C(=O)O)n(CC)c3ccccc23)CC1	-10.1%	-10.6%	-0.4%	-10.6%	6.7%	-2.4%	-1.4	2.0%	18.4%	-4.8%
CCNC(=S)NCC	-2.4%	.	0.4%	.	0.0%	.	.	-0.1%	.	.
Cc1ccccc1-n1nnnc1SCC(=O)NCC1(N2CCOCC2)CCCCC1	-3.3%	.	3.9%	-7.5%	14.4%	.	-9.5	-3.2%	.	2.3%
Cc1cc(S(=O)(=O)N2CCN(CC(=O)N(C)Cc3ccccc3)CC2)ccc1Br	0.2%	.	0.4%	-2.2%	-16.1%	.	-6.6	1.9%	.	16.5%
O=C(Cn1c(=S)[nH]c2ncccc2c1=O)NCCc1ccccc1	.	-6.5%	.	-2.7%	.	5.9%	17.0	.	-10.9%	-0.4%
Fc1ccc(NC(=S)Nc2ccccc2Cl)cc1	0.6%	-6.2%	3.1%	-3.0%	-33.6%	2.8%	4.9	-1.0%	1.7%	1.7%
Cc1cc(O)cc(=O)n1C	-0.4%	-4.0%	5.1%	4.7%	26.2%	3.0%	8.2	-0.7%	-4.9%	-5.1%
Cc1csc(NC(=O)c2cc([N+](=O)[O-])cc([N+](=O)[O-])c2)n1	-0.8%	?	-5.0%	-0.5%	2.2%	0.8%	-6.5	-4.9%[46.1 µM]	?	-6.6%
O=C(c1cc(COc2ccc(F)cc2Cl)on1)N1CCN(C2CCCCC2)C(=O)C1	-4.1%	-1.5%	-0.9%	-2.4%	-53.8%[inhibitor]	25.6%	-4.0	7.2%	.	-16.6%
O=C(Cc1ccccc1)Nc1ccc(CN2CCOCC2)cc1	-2.0%	1.3%	2.3%	-4.5%	5.6%	5.3%	11.6	.	2.4%	6.0%
COc1ccc(OC)c(CCNC(=O)c2ccc3c(=O)[nH]c4c(C(=O)NC(C)C)sc(=S)n4c3c2)c1	-1.2%	13.6%	-3.4%	-22.1%	0.0%	3.2%	-11.1	1.7%	.	11.1%
O=C(CSc1ccccc1)Nc1ccccc1N1CCOCC1	-5.0%	-8.6%	1.7%	6.2%	20.2%	4.4%	-0.7	-1.2%	0.4%	-2.7%
